# DT40 TDP1 no CPT = qHTS for Inhibitors of human tyrosyl-DNA phosphodiesterase 1 (TDP1): qHTS in cells in absence of CPT; DT40 Tdp1-/- hTDP1 cells, no CPT, ATP luminescence, 48 h; Potency, µM (highest dose often 46.2 µM), for the others: top-dose activity change, negative = growth inhibition, most hits filed as inhibitors; 15% of 420,000 active; AID 686978, 2013; further: nearly all actives have a fitted effect of over 55% in size
#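 Growth kinetics read by CellTiter-Glo luminescence after ≥48 hr at 37 °C. Cells: DT40 Tdp1-/- stably carrying human TDP1, 400 per well, compound exposure in the absence of CPT (DMSO vehicle).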
# KAT2A inh = qHTS Assay for Inhibitors of GCN5L2; GCN5L2 HAT assay, ThioGlo1 CoA-SH fluorescence; Potency, µM (titrated, usually from 58.9 µM), for the others: at the top dose activity change, negative = inhibition, hits mostly inhibitors; 0.21% of 390,000 active; AID 504327, 2011
# Target sequence (Q92830 whole entry, looked up): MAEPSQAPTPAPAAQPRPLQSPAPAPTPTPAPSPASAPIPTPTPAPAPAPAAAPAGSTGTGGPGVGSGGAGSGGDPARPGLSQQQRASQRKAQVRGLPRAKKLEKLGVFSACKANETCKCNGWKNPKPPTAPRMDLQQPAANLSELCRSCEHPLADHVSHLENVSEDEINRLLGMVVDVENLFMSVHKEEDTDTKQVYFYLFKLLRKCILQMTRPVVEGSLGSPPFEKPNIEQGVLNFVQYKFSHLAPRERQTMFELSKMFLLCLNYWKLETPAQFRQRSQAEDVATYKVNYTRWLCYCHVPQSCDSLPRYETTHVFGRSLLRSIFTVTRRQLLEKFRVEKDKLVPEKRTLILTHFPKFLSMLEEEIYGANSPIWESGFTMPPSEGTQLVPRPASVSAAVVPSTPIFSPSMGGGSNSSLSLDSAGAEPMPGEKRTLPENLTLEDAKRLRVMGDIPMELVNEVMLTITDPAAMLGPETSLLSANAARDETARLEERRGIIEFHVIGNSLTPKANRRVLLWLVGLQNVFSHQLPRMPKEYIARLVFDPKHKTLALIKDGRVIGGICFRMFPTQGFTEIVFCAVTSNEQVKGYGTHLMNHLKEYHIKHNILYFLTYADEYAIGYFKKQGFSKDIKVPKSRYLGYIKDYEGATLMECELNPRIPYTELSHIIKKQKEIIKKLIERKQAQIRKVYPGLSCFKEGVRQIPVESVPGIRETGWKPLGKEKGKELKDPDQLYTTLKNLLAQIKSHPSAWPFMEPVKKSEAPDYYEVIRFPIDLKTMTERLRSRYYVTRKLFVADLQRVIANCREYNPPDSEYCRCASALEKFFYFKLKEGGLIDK
#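 Compounds, pin-transferred from DMSO stocks, meet 20nM GCN5L2 for 15 min before the reaction begins with H3(1-25) peptide (75uM) and acetyl-CoA (70uM). Thiol-reactive ThioGlo1 reports CoA release over 20 min at room temperature.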
# TDP1 cell CPT = qHTS for Inhibitors of human tyrosyl-DNA phosphodiesterase 1 (TDP1): qHTS in cells in presence of CPT; 12% of 420,000 active; chicken DT40 Tdp1-/-;hTDP1 cells + 20 nM CPT, ATP luminescence, 48 h; Potency, µM (highest dose often 46.2 µM), inactives show top-dose activity change, negative = growth inhibition, actives largely listed as inhibitors; further: nearly all actives have a fitted effect of over 55% in size
#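 Chicken DT40 Tdp1-/- cells stably complemented with human TDP1 were seeded at 400 cells/well in medium containing 20 nM camptothecin, exposed to pin-transferred compounds, and grown at 37 °C for at least 48 hr. Viability was read as ATP luminescence.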
# An asterisk follows results filed as active; ? = inconclusive; / = no result given; [ ] = another dose, or the depositor's remark. The call rests on the fitted dose curve; in most records, active means well fitted curve in the direction sought with a large enough effect; inconclusive means small, poorly fitted or top-dose-only effect, or another doubt; inactive means no such curve, though single readings can be large; an effect the other way counts as inactive or inconclusive. On the % scale 0 is the no-effect control and ±100 the full control effect; potency means the concentration at half of the fitted maximal effect.
SMILES,DT40 TDP1 no CPT,KAT2A inh,TDP1 cell CPT
COC(=O)c1ccccc1NC(=O)C1CC(c2ccccc2O)=NO1 (stereo not given),0%,-4%,-18%
CCOc1cc(/C=C2\C(=O)N(c3ccc(C(N)=O)cc3)N=C2C)ccc1OC(=O)c1cccs1,23µM*,0%,15µM*
COCCn1c(=O)c(-c2cn(C)c3ccccc23)nc2cnc(Oc3cccc(Cl)c3)nc21,-11%,-9%,-6%
C[C@]12c3[nH]c4ccccc4c3CCN1C(=O)C(CC(=O)NCCc1ccccn1)C[C@@H]2C(=O)N1CCOCC1 (stereo not given in full),-18%,1%,6%
CC(Sc1ccccc1)C(=O)N(CCC#N)Cc1cccnc1 (stereo not given),-17%,-9%,3%
COc1ccc(NS(=O)(=O)c2cccc3nsnc23)cc1OC,?,-6%,?
CCOC(=O)C1(CCCc2ccccc2)CCN(C(=O)CCc2cnccn2)CC1,?,-4%,?
Cc1cc(NCCCn2ccnc2)n2nc(C)c(-c3ccc(Cl)cc3)c2n1,15µM*,-1%,16µM*
COc1cccc(C(=O)NCC[N+](C)(C)C)c1,-10%,/,-1%
COc1ccc(NC(=O)C2C(c3ccc4c(c3)OCO4)=Nc3ccccc3N2C(=O)c2cccc(C(F)(F)F)c2)cc1 (stereo not given),?,/,-12%
CCc1cc2c(cc3c(=O)n(CC(=O)NC4CCCCC4)ncn32)s1,-13%,-2%,1%
Cc1cc(C)cc(NC(=O)C2CCN(c3nc(C)cc(C)n3)CC2)c1,-8%,1%,-9%
Cc1ccc(CN2C(=O)C3CCCN3c3ncccc32)cc1 (stereo not given),?,-8%,-26%
C/C(=N\NC(N)=S)c1cc(-c2ccccc2)c(-c2ccccc2)s1,?,-11%,?
COc1ccc(Nc2nc(-c3ccc4c(c3)NC(=O)CO4)cs2)cc1,?,0%,?

# 4 of the compounds above, tab-delimited:
Compound	DT40 TDP1 no CPT	KAT2A inh	TDP1 cell CPT
CC(Sc1ccccc1)C(=O)N(CCC#N)Cc1cccnc1 (stereo not given)	-17%	-9%	3%
COc1ccc(NS(=O)(=O)c2cccc3nsnc23)cc1OC	?	-6%	?
Cc1cc(C)cc(NC(=O)C2CCN(c3nc(C)cc(C)n3)CC2)c1	-8%	1%	-9%
CCc1cc2c(cc3c(=O)n(CC(=O)NC4CCCCC4)ncn32)s1	-13%	-2%	1%

# Going on with the list:
SMILES,DT40 TDP1 no CPT,KAT2A inh,TDP1 cell CPT
Cc1ccc(/C=N/NC(=S)N2CCOCC2)cc1,-23%,2%,-12%
CCOC(=O)c1ccccc1NC(=S)N1CC(C)CC(C)C1 (stereo not given),?,-1%,?
Cc1ccc2nc(-c3cccc(NC(=O)c4ccc5c(c4)OCCO5)c3)oc2c1,?,0%,-16%
COC(=O)CCC(=O)OC1(C)C(=O)C2=CN(Cc3ccc(OC)cc3)C(c3ccc(OC)cc3)=CC2=C(Br)C1=O (stereo not given),?,/,?
O=C(CN1CCc2ccccc21)Nc1ccc2c(c1)OCCCO2,?,-9%,-28%
CC1CCN(CC(=O)Nc2cccc(Cl)c2)CC1,1%,0%,?
CC(C)(C)N=C1NN=C(c2ccc(S(=O)(=O)N3CCCCC3)cc2)CS1,?,-1%,16µM*
Cn1c(=O)c2c(O)c(C=Nc3ccc(F)cc3)c(=O)n(C)c2n(C)c1=O,-15%,0%,-26%
O=C(O)CC1C(=O)NCCN1C/C=C/c1ccccc1 (stereo not given),8%,3%,-20%
COc1ccc(S(=O)(=O)N2CCN(C(=O)c3ccc4ccccc4n3)CC2)cc1,-6%,-9%,?
Cc1ccc(C2NC(=O)NC(O)(C(F)(F)F)C2C(=O)c2ccccc2)o1 (stereo not given),-3%,2%,?
CCCCN1CC(O)=C(c2nc3ccccc3s2)C1=N,-1%,-8%,0%
CCOC(=O)C1=C(C(=O)OCC)N(CC)CCC1=O,-4%,/,-9%
CC(C)[C@H](NC(=O)c1ccccc1F)C(=O)NCCc1ccccc1,1%,-4%,-13%
Cc1ccc(NC(=O)c2c(C)nc3sc(C(=O)Nc4ccc(F)cc4)c(N)c3c2-c2ccccc2Cl)c(C)c1,-8%,-25%,?
CC(C)(C)c1ccc(S(=O)(=O)n2c(CN3CCOCC3)nc3ccccc32)cc1,?,-4%,21µM*
CC(=O)c1ccc(N2C(=O)C3C(C2=O)C(C(=O)c2ccc(Cl)cc2)N2CCCC32)cc1 (stereo not given),10µM*,-17%,8.2µM*
CCOC(=O)C1=C(CS(=O)(=O)c2c(C)cc(C)cc2C)NC(=O)NC1c1cccc(OC)c1 (stereo not given),?,-1%,-15%
COc1cc(OC)cc(C(=O)NNS(=O)(=O)c2ccc(F)cc2)c1,10%,3%,5%
Cc1ccc(S(=O)(=O)c2nc(S(C)(=O)=O)sc2N2CCC(C(N)=O)CC2)cc1,21%,0%,0%
COCCn1c(SCC(=O)Nc2ccc(C(F)(F)F)cc2)nc2c([nH]c3ccccc32)c1=O,?,-4%,?
COc1cc(OC)cc(C(=O)OCC(=O)NC2CCCCCC2)c1,17%,-5%,-20%
COc1cc(/C=N/NC(=O)c2ccccc2NS(=O)(=O)c2cccs2)ccc1O,-7%,-5%,0%
COc1ccc(NC(=O)CNc2cc(S(=O)(=O)N3CCOCC3)ccc2N2CCOCC2)c(OC)c1,3%,3%,-1%
CC(C)Oc1ccc(C2CC(=O)N(C)C2=O)cc1 (stereo not given),-25%,-1%,-8%
Cc1ccc(C(=O)c2cn(Cc3ccccc3)c3c(F)cc(F)cc3c2=O)cc1,?,-12%,?
CNc1ccccc1C(=O)OCC(=O)c1ccc(F)cc1,-28%,-7%,13%
Cc1ccc(C2=Nc3ccccc3N(CC(=O)NCc3ccc(Cl)cc3)C(=O)C2)cc1C,15µM*,-1%,?
CCn1cc(C(=O)Nc2ccc(C(C)C)cc2)c2cc(OC)c(OC)cc2c1=O,16µM*,-6%,?
Cc1ccc(Cl)cc1NC(=O)NCCN1CCCCC1,-16%,1%,25%

# Random excerpt: 6 compounds from above
SMILES,DT40 TDP1 no CPT,KAT2A inh,TDP1 cell CPT
CC(=O)c1ccc(N2C(=O)C3C(C2=O)C(C(=O)c2ccc(Cl)cc2)N2CCCC32)cc1 (stereo not given),10µM*,-17%,8.2µM*
COc1cc(OC)cc(C(=O)NNS(=O)(=O)c2ccc(F)cc2)c1,10%,3%,5%
Cc1ccc(Cl)cc1NC(=O)NCCN1CCCCC1,-16%,1%,25%
COc1cc(OC)cc(C(=O)OCC(=O)NC2CCCCCC2)c1,17%,-5%,-20%
Cc1ccc(C2=Nc3ccccc3N(CC(=O)NCc3ccc(Cl)cc3)C(=O)C2)cc1C,15µM*,-1%,?
CNc1ccccc1C(=O)OCC(=O)c1ccc(F)cc1,-28%,-7%,13%

# More entries
SMILES,DT40 TDP1 no CPT,KAT2A inh,TDP1 cell CPT
CC(C)n1ncc2c(C(=O)Nc3cccc(C#N)c3)cc(C3CC3)nc21,?,-12%,?
COc1ccc(Br)cc1CN1CCC(N2CCCC2)CC1,?,-9%,?
OC(C[n+]1ccccc1Cl)c1ccccc1 (stereo not given),-21%,/,-9%
O=C(c1ccc(N2CCC(NCCCn3ncc4ccccc43)CC2)cc1)N1CCc2ccccc2C1,?,/,6%[9.04 µM]
O=S(=O)(c1ccccc1)[C@@]1(c2ccc(Br)cc2)C[C@@H]2ON=C(c3cccc(Br)c3)[C@@H]2C1,18µM*,-3%,?
COc1cc2c(cc1OC)C(COc1ccc3c(C)cc(=O)oc3c1)N(C(=O)c1ccc(Cl)cc1)CC2 (stereo not given),?,-3%,?
COc1ccccc1CCNC(=O)CCn1c(=O)oc2ccccc21,7%,-10%,7%
CC(C)c1ccc(/C=C/C(=O)NNC(=O)c2cccnc2)cc1,-20%,-5%,-5%
Cc1cccc(N2CCN(C(=O)C3CCN(S(=O)(=O)c4c(C)noc4/C=C/c4ccccc4F)CC3)CC2)c1C,?,-9%,-23%
Cc1ccc(-c2ccnc3nc(-n4cccc4)nn23)o1,21µM*,4%,15µM*
Cc1ccc(N2CN=c3s/c(=C\c4ccccn4)c(=O)n3C2)cc1,-26%,-8%,?
COc1ccc(NC(=O)CSc2ccc(NC(C)=O)cc2)cc1S(=O)(=O)N1CCCCC1,?,-3%,2%
COCCCNC(=O)c1cnn(-c2ccccc2Cl)c1C1CCN(C(=O)OC(C)(C)C)CC1,-29%,-3%,?
Cc1ccc(/C=C/C(=O)c2ccccc(=O)c2O)c(C)c1,21µM*,-15%,15µM*
Cc1ccc(S(=O)(=O)CCC(=O)N2CCc3ccccc32)cc1,7%,1%,-6%
O=C(NCCn1c(C(F)(F)F)nc2ccccc21)[C@H]1CCCN1c1nc(CN2CCCCC2)cs1,5%,-18%,-8%
NC(=O)c1ccc(NC(=O)COC(=O)c2cc([N+](=O)[O-])ccc2N2CCOCC2)cc1,-2%,-3%,-10%
Cc1ccc(NC(=O)CSc2nnc(-c3ccc(Br)cc3)o2)c(C)c1,-53%,-3%,?
O=C(c1ccc(F)cc1)N1CCC(C(=O)N2CCN(S(=O)(=O)c3ccccc3Br)CC2)CC1,?,-8%,-23%
Cc1ccc(NC(=O)CN(C)CC(=O)Nc2cccc(F)c2)cc1S(=O)(=O)N1CCCCCC1,?,-11%,?
Cc1nc(C)n(C(C)CNC(=O)c2ccco2)n1 (stereo not given),10%,2%,6%
C=CCn1c(SCC(=O)NC2CCCCC2)nnc1C(C)NC(=O)c1cccs1 (stereo not given),-12%,/,-4%
COc1ccc(CCNC(=S)Nc2cc(C)ccc2C)cc1,?,-3%[0.501 µM],?
CCC(C(=O)OCC(=O)c1ccc2c(c1)NC(=O)CO2)c1ccccc1 (stereo not given),21µM*,-5%,-18%
Oc1ccc(N2CCN(C(c3cccs3)c3nnnn3CCc3ccccc3)CC2)cc1 (stereo not given),?,-15%,?
Cc1ccc(O)c(N)c1,23µM*,1%,?
Cc1cc(C)nc(N2CCCC(C(=O)Nc3ccc(F)cc3)C2)n1 (stereo not given),-23%,-4%,?
Cc1ccc(CCNC(=O)c2ccc(CSCc3ccccc3Cl)o2)cc1,?,-4%,?
COc1cc(C(=O)NCC(=O)OCc2ccc(F)cc2)cc(OC)c1OC,-3%,-1%,-13%
O=C(c1cccnc1)N1CCc2ccccc21,-20%,-5%,1%
COc1ccccc1N1CCN(C(=O)c2cc3c(=O)n(Cc4cccs4)ccc3nc2C)CC1,?,-5%,?
COC(=O)c1sc(N2C(=O)C(=O)/C(=C(/O)c3ccccc3)C2c2ccco2)nc1C (stereo not given),-5%,-8%,3%
CN(CC(=O)Nc1cccc(F)c1)C(=O)c1cccc(S(=O)(=O)N2CC3(C)CC2CC(C)(C)C3)c1 (stereo not given),?,?,?
O=C(NCCC1CCCCN1S(=O)(=O)c1ccccc1)C(=O)NCc1ccco1 (stereo not given),-27%,?,?
Cc1ccc(CCNC(=O)CNC(=O)c2cccs2)cc1,-14%,-5%,6%
CCCc1cnc(Nc2nc(C(N)Cc3ccc(C(F)(F)F)cc3)cs2)nc1 (stereo not given),21µM*,/,?
COc1ccc(NC(=O)c2cc3ccccc3o/c2=N\NS(=O)(=O)c2ccc(C)cc2)cc1,-20%,0%,-10%
Cc1c(C(=O)N2CCCCCC2)c(S(=O)(=O)NCc2ccccc2Cl)c(C)n1C,-17%,-4%,-28%
C#CCOCCOCCOCCNc1nc(N2CCOCC2)nc(N2CCN(C(=O)Cn3cc(CC(C)O)nn3)CC2)n1 (stereo not given),4%,3%,2%
OCCC1CN(Cc2nc(-c3ccccc3)cs2)CCN1CCc1ccccc1 (stereo not given),21µM*,-6%,?
O=C1C=C(c2ccccc2)CC(c2cccs2)C1n1cnc([N+](=O)[O-])c1 (stereo not given),?,-1%,?
COc1ccc(OCC(O)Cn2c(NCCO)nc3c2c(=O)n(C)c(=O)n3C)cc1 (stereo not given),10µM*,-7%,9.2µM*
Cn1nnnc1SCC(=O)Nc1nc2ccccc2s1,-4%,5%,8%
COc1cccc(S(=O)(=O)N(C)C[C@@H]2OCc3cn(nn3)CCCC(=O)N([C@@H](C)CO)C[C@H]2C)c1,-26%,/,-18%
COc1ncccc1C(=O)N1CCCC(N2CCN(c3ccc(F)cc3)CC2)C1 (stereo not given),?,/,?
CCc1ncnc2cc(OC)c(OC)cc12,-27%,-16%,?
Cc1ccc(C23CC4CC(CC(C(=O)NN)(C4)C2)C3)cc1,-2%,-6%,-21%
CCOc1ccc(N2C(=O)CC(NC3CCCCNC3=O)C2=O)cc1 (stereo not given),-9%,1%,-4%
COCCCn1c(C)csc1=Nc1cccnc1,-6%,2%,5%

# Screening results from PubChem BioAssay.
